FID counter = compounds displacing fluorescent DNA intercalator, primary screen, artefact control for HCV NS3 helicase inhibitor project, biochemical, FID fluorescence; DNA fluorescent intercalator displacement; inhibition, % at 7.9 µM; actives 0.17% (n = 290,000); AID 1845, 2009; in the data active means inhibition above about 37%;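 further: 0% = vehicle and 100% = reference compound; higher means more ethidium bromide displaced from hairpin DNA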
MEKK3 PB1 HTS = modulators of MEKK3-MEK5 PB1 binding, primary screen, biochemical, wildtype MEKK3, multiplex bead flow cytometry, Alexa488-MEK5 | Mitogen-activated protein kinase kinase kinase 3 (Homo sapiens), Q99759 | bead-based flow cytometry, Alexa488-MEK5 binding to MEKK3; actives lie on both sides; 0 = blocked by unlabeled MEK5, 100 = vehicle | binding response (% of control), % at 10 µM | actives 1.4% (n = 290,000) | AID 1529, 2009;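 active means binding response more than 3 SD above or below the average of its plate-row segment, actives on both sides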;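 further: Alexa488 bead fluorescence after subtracting the streptavidin-only scavenger bead signal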
p-CIP stab down = p/CIP-EGFP fusion destabilizers, primary screen, fluorescence, F442A cells; Q05BA5; 16 h; decrease of EGFP signal, % at 10 µM; actives 0.01% (n = 290,000);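 active means EGFP signal decrease of at least 30% at 10 µM or well 3 SD below plate mean, unless failing retest; inactive means the rest, including hits failing retest or dose response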; further: some compounds called inactive have numbers as strong as hits; many of its hits are not listed in these tables
PHOSPHO1 inh = PubChem AID 1565; Phosphoethanolamine/phosphocholine phosphatase (Homo sapiens), Q8TCT1; recombinant PHOSPHO1, absorbance phosphatase assay; inhibition, % at 13.3 µM; actives 1.1% (n = 290,000); in the data active means inhibition above about 60%
SUMO HTRF inh = inhibitors of in vitro SUMOylation cascade, primary screen, biochemical, HTRF, uHTS. SUMO-conjugating enzyme UBC9 (Homo sapiens), P63279. HTRF SUMOylation assay, SAE1/SAE2 + UBC9. inhibition, % at 35 µM. actives 0.36% (n = 290,000). AID 2006, 2009; in the data active means inhibition above about 50%, passing the limit was not always enough; further: strong numbers were not always called active
HCV NS3 hel inh = inhibitors of HCV NS3 helicase, primary screen, biochemical, Cy5 molecular beacon fluorescence; actives 0.56% (n = 290,000); Hepatitis C virus NS3 helicase; NS3 helicase DNA unwinding; inhibition, % at 10.9 µM;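 active means inhibition above the mean of all tested compounds plus 3 SD, set per campaign, cut at about 35% in these data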;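 further: 0% = DMSO wells and 100% = thioflavine S control wells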
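System: Hepatitis C virus NS3 helicase domain fragment enzyme | Reagent: Annealed dual-labelled DNA beacon duplex, ATP-started | Compound dosing: 10.9 µM single point, 0.8% DMSO | Incubation: 1 h reaction at 25 °C, ATP-initiated | Technique: Cy5 fluorescence | Evaluation: Percent inhibition from t60/t0 fluorescence ratio | Benchmarks: Low DMSO, high thioflavine S at 110 µM | Replication: Singlicate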
IMP-1 inhibitor = IMP-1 metallo-beta-lactamase inhibitors, primary screen, biochemical, epi-absorbance readout, Pseudomonas aeruginosa enzyme | inhibition, % at 5.6 µM | AID 1556, 2009 | metallo-beta-lactamase IMP-1 (Pseudomonas aeruginosa) | actives 0.45% (n = 290,000) | purified IMP-1, nitrocefin hydrolysis, epi-absorbance fluorescence;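 active means inhibition above the mean plus 3 SD of all compounds in the same screening run, cut at about 4.5% in these data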;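 further: 0% = IMP-1 with DMSO and 100% = DMSO wells lacking enzyme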
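System: Purified IMP-1 | Read-out basis: Percent enzyme inhibition | Controls: IMP-1 with DMSO as 0%, enzyme-free DMSO as 100% | Replicates: One well per compound | Doses: 5.6 µM nominal single concentration | Detection: Epi-absorbance fluorescence, 480 nm excitation, 530 nm emission | Incubation: 25 °C, 15 min preincubation, 25 min reaction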
VIM-2 inh = VIM-2 metallo-beta-lactamase inhibitors, primary screen, biochemical, epi-absorbance readout, Pseudomonas aeruginosa enzyme; actives 0.89% (n = 290,000); AID 1527, 2009; inhibition, % at 5.6 µM; purified VIM-2, nitrocefin hydrolysis, epi-absorbance fluorescence;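 active means inhibition above the mean of all tested compounds plus 3 SD, cutoff set per screening run, cut at about 7.5% in these data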;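 further: red hydrolysis product quenches plate fluorescence so inhibitors raise well fluorescence; 0% = enzyme with DMSO and 100% = DMSO without enzyme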
IDE cell activ = human IDE activators in live cells, primary screen, fluorescence polarization, HEK cells, FAbeta-B substrate. FAbeta-B cleavage; 0% vehicle, 100% cell-free pure enzyme wells. activation, % at 5.96 µM. actives 0.073% (n = 340,000);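 active means activation above the mean of all tested compounds plus 3 SD, set per screening campaign, cut at about 17% in these data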
Target sequence (P14735 whole entry, looked up): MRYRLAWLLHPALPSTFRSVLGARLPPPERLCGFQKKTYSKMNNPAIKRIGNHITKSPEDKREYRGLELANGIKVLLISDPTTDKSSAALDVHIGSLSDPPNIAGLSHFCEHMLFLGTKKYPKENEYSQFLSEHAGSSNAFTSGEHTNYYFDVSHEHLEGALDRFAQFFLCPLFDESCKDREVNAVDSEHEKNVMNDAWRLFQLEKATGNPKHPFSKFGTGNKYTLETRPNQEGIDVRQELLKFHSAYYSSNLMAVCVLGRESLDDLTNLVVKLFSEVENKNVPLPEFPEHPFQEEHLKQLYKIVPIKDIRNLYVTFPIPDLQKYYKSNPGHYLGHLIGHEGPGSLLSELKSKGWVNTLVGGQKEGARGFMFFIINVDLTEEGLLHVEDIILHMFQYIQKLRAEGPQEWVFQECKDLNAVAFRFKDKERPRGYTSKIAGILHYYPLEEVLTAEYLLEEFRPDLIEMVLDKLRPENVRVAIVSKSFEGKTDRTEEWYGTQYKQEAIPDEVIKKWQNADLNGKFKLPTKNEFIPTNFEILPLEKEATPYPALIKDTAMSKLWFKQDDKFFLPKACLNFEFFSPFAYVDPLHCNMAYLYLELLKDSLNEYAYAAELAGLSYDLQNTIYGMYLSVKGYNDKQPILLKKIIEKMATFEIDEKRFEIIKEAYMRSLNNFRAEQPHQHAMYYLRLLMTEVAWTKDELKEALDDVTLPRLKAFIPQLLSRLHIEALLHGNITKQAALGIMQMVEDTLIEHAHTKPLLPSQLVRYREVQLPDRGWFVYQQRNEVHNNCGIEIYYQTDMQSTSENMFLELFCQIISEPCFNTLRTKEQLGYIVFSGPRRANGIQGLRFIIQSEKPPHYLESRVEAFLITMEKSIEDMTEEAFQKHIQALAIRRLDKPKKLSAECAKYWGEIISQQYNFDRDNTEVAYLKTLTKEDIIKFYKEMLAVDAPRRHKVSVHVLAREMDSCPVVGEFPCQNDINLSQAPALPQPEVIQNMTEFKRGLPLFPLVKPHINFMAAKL
Active calls of the source: *; · = not tested or not shown.

SMILES	FID counter	MEKK3 PB1 HTS	p-CIP stab down	PHOSPHO1 inh	SUMO HTRF inh	HCV NS3 hel inh	IMP-1 inhibitor	VIM-2 inh	IDE cell activ
Cc1c([N+](=O)[O-])c(C(=O)NC2CCCCC2)nn1C	1	107	-12	12	9	6	-1.2	-0.5	5
COC(=O)c1c(C)[nH]c(C(=O)N2CCN(c3ccc(OC)cc3)CC2)c1C	-13	98	9	15	-4	3	-1.0	-2.4	·
O=C(NCc1ccccc1Cl)C1CCCN1C(=O)Nc1ccccc1 (configuration not stated)	-8	109	3	·	0	26	-3.6	-2.1	1
OCCN(Cc1ccccc1)C(=S)Nc1ccc(F)cc1	-6	102	-2	34	8	-2	-0.3	-0.5	2
CCOC(=O)c1cc(-c2ccccc2)sc1NC(=O)CN1C(=O)c2ccccc2C1=O	1	99	·	·	·	-8	-1.0	-6.0	8
Cc1cc(OC(C)C(=O)NCCCn2ccnc2)c2c(C)c(C)c(=O)oc2c1 (configuration not stated)	16	104	12	54	25	-1	-0.8	64*	6
Cc1cccc(NC(=S)Nc2ccc(Oc3ccccc3)cc2)n1	-1	99	3	-6	0	1	-3.2	-2.1	0
COc1ccc(-c2nc(C#N)c(N3CCC(C(N)=O)CC3)o2)cc1	-12	99	-3	11	34	7	-1.4	-1.0	-1
Cc1cc(C)cc(OCc2nnc(SCC(=O)NC3CC3)n2C)c1	-19	97	-1	13	-13	2	-1.4	-1.0	4
COc1ccc(-c2ncc3ccccn23)cc1	-1	101	-1	36	11	6	-5.6	-3.8	4
O=C(COC(=O)c1cccs1)NCCCc1ccccc1	-5	93	2	37	6	5	-1.5	-3.2	-1
Cc1ccc(N2C(=O)NC(NS(=O)(=O)c3ccccc3)(C(F)(F)F)C2=O)cc1C (configuration not stated)	-8	103	-62	32	38	0	-2.7	-4.4	1
CN(C(=S)Nc1ccccc1F)C1(c2ccccc2Cl)CCCCC1=O (configuration not stated)	-14	104	-1	42	20	-10	-2.3	-4.0	1
CC(C)C[C@H]1CNC(=O)C(=O)N1C[C@H](C)NC(=O)Cc1ccccc1	-3	101	5	-47	-11	23	-3.8	-2.7	7
Cc1ccc(S(=O)(=O)N2CCC(C(=O)N3CC(C)OC(C)C3)CC2)cc1 (configuration not stated)	-31	100	-18	47	10	15	-2.7	-2.5	0

Looked up by compound from above:
SMILES	FID counter	MEKK3 PB1 HTS	p-CIP stab down	PHOSPHO1 inh	SUMO HTRF inh	HCV NS3 hel inh	IMP-1 inhibitor	VIM-2 inh	IDE cell activ
CN(C(=S)Nc1ccccc1F)C1(c2ccccc2Cl)CCCCC1=O (configuration not stated)	-14	104	-1	42	20	-10	-2.3	-4.0	1
Cc1cc(OC(C)C(=O)NCCCn2ccnc2)c2c(C)c(C)c(=O)oc2c1 (configuration not stated)	16	104	12	54	25	-1	-0.8	64*	6
O=C(COC(=O)c1cccs1)NCCCc1ccccc1	-5	93	2	37	6	5	-1.5	-3.2	-1
O=C(NCc1ccccc1Cl)C1CCCN1C(=O)Nc1ccccc1 (configuration not stated)	-8	109	3	·	0	26	-3.6	-2.1	1

(next part)
SMILES	FID counter	MEKK3 PB1 HTS	p-CIP stab down	PHOSPHO1 inh	SUMO HTRF inh	HCV NS3 hel inh	IMP-1 inhibitor	VIM-2 inh	IDE cell activ
O=C(CCCNS(=O)(=O)c1cccc2nsnc12)N1CCCCC1	-7	97	-18	-27	0	2	-2.5	-0.4	-3
O=C(O)c1ccc(CSc2nnc(-c3ccccc3Cl)n2-c2ccccc2)cc1	-39	99	11	-2	18	-4	-0.7	-0.6	3
Cc1ccc(C(=O)NNC2=NCCC2)cc1	-1	78	-5	0	5	3	-5.9	-5.3	1
CCN(C(=O)CSc1nnc(Cn2nnc3ccccc32)o1)c1nc(-c2ccccc2)cs1	-6	103	-12	-9	-8	-2	-3.0	-1.2	-5
FC(F)(F)c1cnc2c(c1)[nH]c(=S)n2-c1ccc(Cl)cc1	-1	96	-12	·	6	9	-2.4	-4.2	-1
Cc1n[nH]c(=O)n1-c1ccc(C(C)(C)C)cc1	-1	100	7	48	7	-8	-0.5	-4.6	1
CCNc1nc2c(c(=O)n(C)c(=O)n2C)n1CCCc1ccccc1	-18	105	-25	34	5	-1	0.6	-2.1	5
CC(C)CC[n+]1ccn(-c2nc3ccccc3nc2[N-]S(=O)(=O)c2ccccc2)c1	-28	98	-6	19	15	-2	-2.9	-0.8	-2
COC(=O)c1ccccc1NC(=O)c1ccc(NS(C)(=O)=O)cc1	-11	108	1	17	-10	1	-4.2	1.3	1
Cc1cc(Cl)ccc1NC(=S)Nc1cccnc1	-1	103	6	44	-2	11	-2.6	-4.6	4
COc1ccc(C2=Nn3c(nnc3-c3ccccc3)SC2)cc1OC	-11	100	-8	20	-7	-3	-3.4	5.5	-2
O=C(Cc1cccs1)Nc1nnc(Cc2ccccc2)s1	-17	112	3	-2	36	12	-1.0	-5.0	2
O=C(O)CN1C(=O)CC(Cc2ccccc2)C1=O (configuration not stated)	0	93	-4	-41	18	-7	4.8*	0.8	2
COc1ccc(C(=O)NC2CCCCC2)cc1OC1CCN(C(C)C)CC1	5	99	-4	23	2	7	0.0	-1.9	2
Cc1ccc2[nH]c(=O)c(NC(N)=S)nc2c1	-1	98	5	-40	-25	3	-4.2	-3.8	-2
Cc1cccc(C(=O)N2CCN(c3ccc([N+](=O)[O-])c(NCc4ccco4)c3)CC2)c1	-18	102	5	-5	15	1	-1.9	-2.5	8
CCOC(=O)N1CCC(N2C(=O)c3ccccc3C2Nc2cc(OC)c(OC)c(OC)c2)CC1 (configuration not stated)	-23	102	0	0	-8	-1	-4.1	-2.5	3
Cc1c(C=O)c2ccccn2c1C(=O)c1cccs1	2	96	-7	-12	6	1	-1.9	8.3*	1
COc1ccc2cc(C(=O)C3CCCN(C(=O)c4cccnc4)C3)ccc2c1 (configuration not stated)	-42	102	1	29	22	-9	-1.8	-0.9	-4
Cc1nc(-c2ccc(Cl)cc2)sc1C1(C)CC(c2ccc(F)cc2)=NO1 (configuration not stated)	-12	103	-19	-19	15	-13	2.5	0.5	3
CCCCN1CC2=C(C1=O)C(c1ccc(O)cc1)NC(=O)N2C (configuration not stated)	3	100	12	-7	8	-8	-1.9	-3.4	-1
CCOC(=O)CSCC(=O)N1CCC(Cc2ccccc2)CC1	-30	103	-13	32	0	-2	-4.2	0.4	3
Cc1c(F)cccc1NS(=O)(=O)c1ccc2c(c1)c(C)cc(=O)n2C	-22	102	-1	20	-9	-1	-4.3	-2.3	0
O=[N+]([O-])c1ccccc1/C=N/n1c(-c2ccccc2)n[nH]c1=S	-7	105	8	-12	-7	5	-5.1	0.2	-6
O=C(CSc1nnc(-c2ccccc2)o1)OCc1ccccc1	-14	103	-13	8	-8	-2	-0.7	0.5	6
Cn1c(CNc2cccc(Cl)c2)nnc1SCC#N	-9	98	10	7	-6	0	-4.6	-1.0	1
COc1ccc(NC(=O)/C(C#N)=C/c2ccc3c(c2)n(C)c(=O)n3C)cc1	-5	101	-7	-9	5	1	-5.6	-0.1	3
NC(=O)c1c(NC(=O)c2cccs2)sc2c1CCCCCC2	-4	99	16	7	40	-5	-1.8	-2.1	-2
Cc1cc(C(=O)CSc2nnc(-c3ccc4c(c3)OCO4)o2)c(C)n1-c1ccc(F)cc1	0	93	-22	-9	12	-2	-1.7	-0.5	6
Cc1ccc(C(C(=O)NC2CCCCC2)N2CCOCC2)cc1 (configuration not stated)	-17	102	-8	-1	19	2	-2.5	-2.2	-4
COc1ccccc1Nc1nn2c(=O)c3ccc(C(=O)N4CCCC(C)C4)cc3nc2s1 (configuration not stated)	-26	97	3	-1	0	-8	-0.9	2.1	-3
CCC(CO)Nc1ncnc2c1cnn2-c1ccc(OC)cc1 (configuration not stated)	-12	104	-4	-11	15	1	-4.4	-5.5	4
COC(=O)CNC(=O)C1Cc2ccccc2CN1S(=O)(=O)c1ccc(F)cc1 (configuration not stated)	-5	104	-9	41	12	-3	-2.0	-3.5	3
O=C1CC(C(=O)NCCc2ccccc2)SC(=Nc2ccccc2)N1 (configuration not stated)	-19	90	-12	37	13	4	-2.3	-3.4	·
O=[N+]([O-])c1c(NCCCO)cc(N2CCCCCC2)c2nonc12	-19	104	-23	20	11	19	-2.3	1.0	-5
COc1ccc2oc(=N)c(C(=O)Nc3ccccc3Cl)cc2c1	-2	99	-1	·	13	0	-3.7	-0.3	0
CCN1CCN(CC(=O)N/N=C/c2ccc(F)cc2F)CC1	6	102	-1	5	17	0	-1.3	-4.5	3
CCS(=O)(=O)N1CCC(NC(=O)C2CCCCC2)CC1	-1	95	-2	21	10	3	0.1	1.8	5
CC(NC(=O)COC(=O)Cc1ccccc1[N+](=O)[O-])c1ccccc1 (configuration not stated)	-16	105	7	-9	-14	-3	-2.7	-4.4	-1
Cc1ccc(-n2c(Cn3nc(C(F)F)cc3C(F)F)n[nH]c2=S)cc1	-12	106	-4	100*	13	1	-5.3	-4.7	8
CC(C)(C)c1cnnn1-c1cccc([N+](=O)[O-])c1	3	102	-11	26	84	10	-1.1	-0.9	·
COc1ccc(-n2c(C)cc(=O)[nH]c2=O)cc1	-3	104	-7	31	18	-5	2.4	1.8	5
Cc1ccc(C(=O)N2CCN(S(=O)(=O)c3ccc(Br)cc3)CC2)o1	-27	97	-11	22	1	0	-1.5	-0.6	0
CN(CC(=O)Nc1ccc(C(N)=O)cc1)CC(=O)Nc1ccccc1Br	-12	96	-21	-1	6	-4	-3.2	-0.8	2
Cc1cc(-c2nnc(SCC(=O)Nc3cccc(C)c3C)n2N)n[nH]1	2	97	4	28	-6	11	-1.8	-1.2	6
O=C(N=C1SC2CS(=O)(=O)CC2N1c1ccccc1)C1CC1 (configuration not stated)	0	95	-9	-33	·	-1	-0.2	0.9	-3
CCC(C)NCC(=O)Nc1ccc(-c2nc3cc(NC(=O)CNC(C)CC)ccc3o2)cc1 (configuration not stated)	10	114	-9	-42	22	-10	-1.7	-0.7	2
Cc1c(/C=N/NC(=O)CNc2ccccc2)c2ccccn2c1C(=O)c1ccccc1	-16	100	-2	9	-1	-2	-0.4	-0.2	1
CCN1CCN(C(=O)CNC(=O)c2nn(-c3ccc(OC)cc3)c(=O)c3ccccc23)CC1	1	105	-13	35	9	2	-3.2	4.4	3
CN(CC1CCCN(CCc2ccc(Cl)cc2)C1)C(=O)c1ccoc1 (configuration not stated)	2	103	-2	8	2	-6	-0.7	-0.7	-3
COc1ccc(-c2noc(CSc3ccccc3)n2)cc1OC	-15	119	-11	21	4	-15	-3.5	-0.4	1

Some of the compounds tested. The share of hits here may be higher or lower than overall.
